# Screens deposited in PubChem by National Center for Advancing Translational Sciences (NCATS).
# RORgamma inh: ROR gamma (mouse) transcription inhibition. P51450. Drosophila S2 Gal4-RORgamma UAS-luciferase reporter, 20 h. Potency, µM (top dose mostly 53.6 µM), without a hit: at the top dose activity change, negative = inhibition, most hits filed as inhibitors. hit rate 5.4% among 310,000. AID 2551; further: potency means the concentration at half of the fitted maximal effect; on the % scale 0 is the no-effect control and ±100 the full control effect; nearly all actives have a fitted effect of over 60% in size
# Target sequence (P51450 whole entry, looked up, the tested form may be a part): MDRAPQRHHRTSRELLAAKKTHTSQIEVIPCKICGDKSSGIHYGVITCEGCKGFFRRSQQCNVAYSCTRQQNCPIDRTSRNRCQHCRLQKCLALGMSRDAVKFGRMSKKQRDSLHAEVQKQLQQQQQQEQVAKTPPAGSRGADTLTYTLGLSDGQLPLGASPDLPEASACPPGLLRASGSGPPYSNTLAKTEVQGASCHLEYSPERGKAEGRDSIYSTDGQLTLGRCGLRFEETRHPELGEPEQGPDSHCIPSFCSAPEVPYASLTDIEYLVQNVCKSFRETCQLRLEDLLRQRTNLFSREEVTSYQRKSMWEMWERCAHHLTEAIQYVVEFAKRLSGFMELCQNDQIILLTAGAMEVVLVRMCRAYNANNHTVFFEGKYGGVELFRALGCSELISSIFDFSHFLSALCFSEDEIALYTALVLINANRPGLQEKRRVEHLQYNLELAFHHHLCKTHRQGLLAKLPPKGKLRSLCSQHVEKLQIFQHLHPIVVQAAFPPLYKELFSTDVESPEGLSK
#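 In this cell-based reporter format, copper sulfate (700 uM final) drives Gal4–ROR gamma fusion expression from a metallothionein promoter in Drosophila Schneider cells; compounds preincubated 1 hr, reporter read after 20 hr at ambient temperature.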
# ELG1 repair inh: blocks ELG1-dependent DNA repair in HEK293T cells; HEK293T ELG1-luciferase reporter, luminescence, 16 h; DNA damage induced by 5-fluorouridine; Potency, µM (titrated, usually from 46.1 µM), inactives show at the top dose activity change, negative = inhibition, usual class: inhibitors; hit rate 2.3% among 330,000; further: potency means the concentration at half of the fitted maximal effect; on the % scale 0 is the no-effect control and ±100 the full control effect; nearly all actives have a fitted effect of over 55% in size
#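 Luminescence from the luciferase reporter, measured 30 min after ONE-Glo reagent at room temperature, was the read-out. Beforehand, 2,000 cells per well were exposed for 16 hr at 37 °C to 5-fluorouridine together with compound or vehicle.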
# NPC1 prom act: activators of NPC1 promoter | Huh7 NPC1 promoter luciferase reporter, 24 h | Potency, µM (titrated, usually from 9.22 µM), for inactives: top-dose activation, hits mostly activators | hit rate 2.4% among 320,000;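 further: potency means the concentration at half of the fitted maximal effect; % of control where 0% means no effect; nearly all actives have a fitted effect of over 60% in size; reporter is driven by a mutant NPC1 promoter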
#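 In 1536-well qHTS, Huh7 cells harboring an NPC1 promoter–luciferase construct received compound for 24 h; activation was quantified by luminescence following luciferase reagent addition.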
# TRPV1 ag: activates the human vanilloid receptor TRPV1; TRPV1-expressing cells, Fluo-8 calcium influx, agonist mode; hit rate 0.19% among 320,000; activation, % at 8.33 µM; Q8NER1; in the data active means activation above about 80%; inconclusive means between about 30% and that limit; further: 0% is about no effect
#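 TRPV1-expressing cells were cultured overnight at 35.5C and loaded with Fluo-8 calcium dye for 40 to 90 min at room temperature. After a 10 s baseline, compound was added and calcium influx was read kinetically for 3 min (ex 480/em 520 nm).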
# Rab9 prom act: activates the Rab9 promoter; Potency, µM (titrated, usually from 9.22 µM), for the others: at the highest dose activation, negative = inhibition, most hits filed as activators; AID 485297; Huh7 Rab9 promoter-luciferase reporter, luminescence, 24 h; hit rate 2.8% among 320,000; further: potency means the concentration at half of the fitted maximal effect; % of control where 0% means no effect; nearly all actives have a fitted effect of over 60% in size
#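 Huh7 reporter line, Rab9 promoter upstream of luciferase. Compound exposure 24 h at 37 °C in reduced-serum medium with 10% FBS. Read-out: luminescence.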
# p53 reactivation: restores transcriptional activity of mutant p53; H1299 p53-A138V BP100-luciferase reporter, luminescence, 24 h; Potency, µM (highest dose often 92.2 µM), for inactives: at the top dose activity change, positive = activation, most hits filed as activators; hit rate 0.063% among 320,000; AID 504706; further: potency means the concentration at half of the fitted maximal effect; % of control where 0% means no effect; nearly all actives have a fitted effect of over 45% in size
#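 p53-null H1299 cells stably carrying temperature-sensitive p53-A138V and a BP100-luciferase reporter were pinned with compounds (4-point, 1:5 series) and held 24 hrs at 37 deg C. Luminescence was read 10 min after detection reagent.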
# BRCA1 expr up: increases BRCA1 expression | Potency, µM (titrated, usually from 46.1 µM), inactives show top-dose activation, usual class: activators | hit rate 1.1% among 380,000 | MCF7-BRCA1-FFLuc reporter, luminescence, 48 h; response scale: scaled: vehicle 0%, 10 µM genistein 100%; further: potency means the concentration at half of the fitted maximal effect; nearly all actives have a fitted effect of over 80% in size; some results filed as inactive show a strong effect at the top dose
#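 Luminescence from a BRCA1-driven firefly luciferase in MCF7 cells was the read-out, taken 15 min after substrate addition following 48 h compound exposure at 37 °C. Data were normalized to a 10 microM genistein control and DMSO vehicle.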
# ELG1 genotoxic: induces genotoxicity in HEK293T cells with luciferase-tagged ELG1. AID 504466. Potency, µM (series often up to 46 µM), without a hit: top-dose activity change, positive = activation, most hits filed as activators. HEK293T ELG1-luciferase reporter, luminescence, 16 h. hit rate 1.3% among 330,000; further: potency means the concentration at half of the fitted maximal effect; % of control where 0% means no effect; nearly all actives have a fitted effect of over 60% in size
#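 Genotoxicity was scored as increased ELG1-luciferase reporter signal, measured by ONE-Glo luminescence (30 min, room temperature). Compound or vehicle exposure of the HEK293T reporter cells lasted 16 hr at 37°C.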
# VP16 counter: counter-screen for ROR gamma inhibitors: Gal4-VP16 reporter | Drosophila S2 Gal4-VP16 UAS-luciferase, luminescence, 20 h | hit rate 3.5% among 310,000 | Potency, µM (series often up to 53.6 µM), inactives show top-dose activity, negative = inhibition, usual class: inhibitors | AID 2546;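 further: Gal4-VP16 expression switched on by copper sulfate through the metallothionein promoter; potency means the concentration at half of the fitted maximal effect; on the % scale 0 is the no-effect control and ±100 the full control effect; nearly all actives have a fitted effect of over 50% in size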
# FLuc counter: firefly luciferase modulation, counter-screen for miR-21 project. purified FLuc, Km substrates, luminescence inhibition. hit rate 6.9% among 360,000. Potency, µM (top dose mostly 57.5 µM), inactives show at the top dose activity change, negative = inhibition, hits mostly inhibitors;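 further: potency means the concentration at half of the fitted maximal effect; plate controls were vehicle for no effect and reference inhibitor for full effect; nearly all actives have a fitted effect of over 55% in size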
# Target sequence (P08659 whole entry, looked up): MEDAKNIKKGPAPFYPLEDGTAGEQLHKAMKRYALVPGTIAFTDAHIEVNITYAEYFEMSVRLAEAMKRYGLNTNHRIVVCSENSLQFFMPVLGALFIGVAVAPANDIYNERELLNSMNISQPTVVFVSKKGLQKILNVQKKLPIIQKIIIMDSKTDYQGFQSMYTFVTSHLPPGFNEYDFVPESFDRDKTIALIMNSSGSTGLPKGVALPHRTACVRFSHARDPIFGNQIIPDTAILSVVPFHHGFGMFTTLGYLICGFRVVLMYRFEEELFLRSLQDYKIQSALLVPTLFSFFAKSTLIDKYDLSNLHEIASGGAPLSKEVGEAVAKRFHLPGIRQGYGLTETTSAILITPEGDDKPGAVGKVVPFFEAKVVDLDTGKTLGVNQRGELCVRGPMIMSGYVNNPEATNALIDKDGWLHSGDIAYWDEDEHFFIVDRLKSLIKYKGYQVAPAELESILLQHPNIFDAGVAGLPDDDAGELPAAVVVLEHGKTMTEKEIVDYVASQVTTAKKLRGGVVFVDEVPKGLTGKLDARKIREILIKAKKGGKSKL
#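 Purified P. pyralis luciferase, 10 nM final, with Km-level 10 uM D-luciferin and 10 uM ATP in 50 mM Tris acetate pH 7.5, 10 mM Mg acetate, 0.01% Tween-20, 0.05% BSA; 6-point qHTS titration about 60 µM downward; luminescence read.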
# Tb PFK block: blocks T. brucei phosphofructokinase. O15648. T. brucei PFK, ADP-Glo luminescence. Potency, µM (top dose mostly 57.5 µM), for the others: at the highest dose activity, negative = inhibition, usual class: inhibitors. hit rate 0.17% among 330,000. AID 485367;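 further: potency means the concentration at half of the fitted maximal effect; 0% = uninhibited 1x PFK enzyme wells and -100% = no-enzyme wells; nearly all actives have a fitted effect of over 60% in size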
#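 Luminescent ADP detection (ADP-Glo, two-step: ATP depletion then ADP-to-ATP conversion for luciferase) reported PFK activity after 45 min room-temperature reaction of 1.25 nM enzyme with 0.5 mM F6P and 0.1 mM ATP at pH 8.0.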
# * hit, by the source's call; ? = inconclusive; · = not tested or not shown; [ ] = dose if it differs, or a comment. Unless noted, the call rests on the fitted dose curve; in most records, active means well fitted curve in the direction sought with a large enough effect; inconclusive means small, poorly fitted or top-dose-only effect, or another doubt; inactive means no such curve, though single readings can be large; an effect the other way counts as inactive or inconclusive.
SMILES,RORgamma inh,ELG1 repair inh,NPC1 prom act,TRPV1 ag,Rab9 prom act,p53 reactivation,BRCA1 expr up,ELG1 genotoxic,VP16 counter,FLuc counter,Tb PFK block
CCCC1CCc2c(sc(N)c2C(N)=O)C1 (centres undefined),11%,-2%,-2%,-4,0%,3%,-20%,-2%,-6%,-17%,0%
Cc1cc(C)cc(NC(=S)N2CCC(NC(=O)c3ccc(F)cc3)CC2)c1,2%,10%,-16%,0,-4%,5%,-21%,-1%,-8%,-1%,0%
O=C(NN=C1CCCCCC1)c1cc(-c2ccccc2)nc2ccccc12,?,5%,-9%,-1,-4%,0%,-29%,2%,12%,17µM*,-3%
O=C(COc1ccccc1)Nc1cc(Cl)ccc1Cl,-9%,?,15%,-5,4%,27%,-33%,20%,4%,?,-5%
O=C(COC(=O)Cc1cccc(C(F)(F)F)c1)Nc1cccc2ccccc12,41%,-6%,-2%,18,-9%,5%,-4%,0%,3%,2%,0%
Cc1ccc(-c2csc(NC(=O)C[n+]3cc(-c4ccc(C)cc4)n4c3CCC4)n2)cc1,?,?,1%,-2,3%,3%,19%,-8%,-4%,-2%,-3%
Cc1ccccc1C(=O)Nc1nnc(-c2ccncc2)o1,2.8µM*,-14%,-12%,1,9%,20%,-6%,-4%,5µM*,-2%,1%
CCCCNc1ccc(C(CC(N)=O)NC(=O)c2cc(C)cc(C)c2)cc1[N+](=O)[O-] (centres undefined),-3%,3%,-3%,3,-3%,5%,-2%,0%,-9%,-2%,-3%
Cc1ccc(NC(=O)CN(C)C(=O)c2cccc(S(=O)(=O)N3CCc4ccccc43)c2)cc1,·,-29%,-10%,5,3%,-3%,-18%,-7%,·,5%,-1%
CCOc1cc(C=O)ccc1OCc1cc(=O)n2cc(C)ccc2n1,0%,2%,0%,1,1%,3%,-5%,1%,0%,1%,0%
O=C(Nc1nc2ccc3ccccc3c2s1)c1ccc(N2CCCCC2)c([N+](=O)[O-])c1,?,?,-7%,6,-2%,19%,-18%,10%,-29%,-1%,1%
C=C(C)C(=O)Oc1ccc(N2C(=O)[C@@H]3C4C=CC(C4)[C@@H]3C2=O)cc1,-28%,?,-6%,-5,2%,0%,-2%,?,-3%,0%,0%
COc1ccccc1NC(=O)C(C)OC(=O)CCNS(=O)(=O)c1cccc(C(F)(F)F)c1 (centres undefined),·,12%,1%,0,-7%,·,0%,1%,·,·,0%
O=C(c1c(Cl)nc2sccn12)N1CCCc2ccccc21,-6%,-2%,0%,1,-2%,-8%,-1%,5%,-9%,-3%,2%
Cc1cc(C)nc(SCNC(=O)c2ccc(F)cc2)n1,?,-21%,-1%,4,2%,6%,-10%,2%,?,1%,-15%
COc1ccc(-c2cc3ccc(OCC(N)=O)cc3oc2=O)cc1OC,-4%,?,28%,4,23%,?,-2%,13%,-12%,?,2%
COc1ccc(C2CC(c3ccc(OC)cc3)n3nc(NS(C)(=O)=O)nc3N2)cc1 (centres undefined),-7%,-3%,-6%,0,0%,2%,0%,0%,-4%,-2%,0%
COc1cc2nc(CN3CCC(C(O)(c4ccccc4)c4ccccc4)CC3)[nH]c(=O)c2cc1OC,-4%,?,0%,-1,1%,-1%,-14%,-15%,-3%,-5%,-4%
O=C(CCS(=O)(=O)c1ccc(F)cc1)Nc1nnc(-c2ccc(F)cc2)o1,·,-6%,1%,3,-3%,21%,0%,-1%,·,-10%,-2%
Cn1cc(CN2CCCC(C(=O)Nc3ccc(-c4cccc(F)c4)cc3)C2)cn1 (centres undefined),-11%,?,-5%,0,-8%,0%,-34%,8%,-20%,-1%,-3%
CCCC(=O)Nc1cc(-c2nn(C)c(=O)c3ccccc23)ccc1OC,?,?,-1%,-3,4%,-10%,-62%,25%,10%,0%,0%
O=C(CCl)N(c1ccccc1)C1CCCCC1,0.71µM*,16µM*,-37%[inhibitor],5,-48%[inhibitor],-10%,-95%[inhibitor],-20%,3.5µM*,-3%,-15%
CCCCC(=O)NC(=S)Nc1ccccc1N1CCCCC1,4.5µM*,-1%,-5%,19,0%,14%,-17%,3%,8.9µM*,3%,5%
Cc1ccc(OC(=O)c2c(C)nn(-c3ccccc3)c2C)cc1,44%,?,2.8µM*,9,3.2µM*,18%,?,?,-1%,13µM*,1%
c1ccc(-c2cc(N3CCOCC3)nc(-c3ccccc3)n2)cc1,-22%,7%,0%,8,-10%,-1%,3%,1%,15%,7%,-5%
O=C(NCc1cccnc1)C1CCCN(S(=O)(=O)c2cccc3nsnc23)C1 (centres undefined),-4%,-11%,0%,-2,-4%,-5%,-24%,0%,9%,2%,2%
COc1ccc(OC)c(C(=O)COC(=O)C(CCSC)NC(=O)COc2ccccc2)c1 (centres undefined),·,-12%,1%,9,1%,7%,-8%,-4%,·,1%,-1%
COc1ccc(-c2cn[nH]c2-c2ccc(OCc3ccccc3)cc2O)cc1OC,7%,13µM*,-2%,-2,-4%,-11%,-85%,-19%,-2%,?,2%
COc1ccc2[nH]c(C(=O)N/N=C/c3ccc(OC)c(O)c3)cc2c1,35%,?,-15%,?,-11%,?,0%,11%,0%,5.4µM*,3%
O=C(NCCCCNC(=O)c1ccccn1)c1ccccn1,4%,-21%,-3%,0,-2%,0%,-6%,0%,-2%,-3%,-1%

# Pulled by structure from above, 2 records:
SMILES,RORgamma inh,ELG1 repair inh,NPC1 prom act,TRPV1 ag,Rab9 prom act,p53 reactivation,BRCA1 expr up,ELG1 genotoxic,VP16 counter,FLuc counter,Tb PFK block
O=C(CCl)N(c1ccccc1)C1CCCCC1,0.71µM*,16µM*,-37%[inhibitor],5,-48%[inhibitor],-10%,-95%[inhibitor],-20%,3.5µM*,-3%,-15%
O=C(NCc1cccnc1)C1CCCN(S(=O)(=O)c2cccc3nsnc23)C1 (centres undefined),-4%,-11%,0%,-2,-4%,-5%,-24%,0%,9%,2%,2%

# (further entries)
SMILES,RORgamma inh,ELG1 repair inh,NPC1 prom act,TRPV1 ag,Rab9 prom act,p53 reactivation,BRCA1 expr up,ELG1 genotoxic,VP16 counter,FLuc counter,Tb PFK block
CCOc1ccc(N(C(C)C(=O)N2CCCC2)S(C)(=O)=O)cc1 (centres undefined),6%,-5%,0%,0,0%,7%,-8%,-1%,-15%,-2%,1%
CC(=O)c1ccccc1NS(=O)(=O)c1cccc2nsnc12,-3%[1.91 µM],-14%,-1%,-6,4%,·,9%,-4%,7%,3%,?
CCN1CCN(C(=O)/C=C/c2cccc(Cl)c2)CC1,7%,28%,7%,16,11%,8%,27%,10%,-1%,-4%,-10%
CNc1ccccc1C(=O)OCC(=O)Nc1ccc2c(c1)OCO2,·,?,11%,18,0%,?,-29%,8%,·,?,-1%
COc1ccc(N(CC(=O)NC2CCCC2)C(=O)Cn2nnc(-c3ccc(C)cc3)n2)cc1OC,11%,-15%,3%,-2,-6%,-2%,4%,7%,-4%,2%,-9%
COCCn1c(-c2ccccc2)nc(=S)c2c1CC(C)(C)OC2,5%,4%,-1%,6,-6%,-8%,1%,0%,-7%,2%,4%
Cc1nc2ccc(NC(=O)c3cnc(Cl)c(Cl)c3)cc2s1,?,?,20%,1,2%,21%,41%,10%,29%,?,-11%
O=c1c(Cc2ccc(F)cc2)c(O)ccn1CCCn1ccnc1,6%,4%,-1%,1,-4%,-1%,-9%,0%,-28%,0%,2%
COc1cc(NC(=O)c2cccs2)c(C(=O)OCC(=O)NC(C)c2ccccc2)cc1OC (centres undefined),6%,?,0%,?,0%,-1%,-41%,-9%,-1%,-11%,-4%
O=C1c2ccccc2C(=O)N1CC#CCN1CCN(C2CCCCC2)CC1,-13%,-7%,0%,0,-1%,3%,-22%,0%,-1%,2%,4%
CC1(c2ccc(Cl)cc2)NC(=O)N(CC(=O)Nc2cccnc2Cl)C1=O (centres undefined),·,1%,1%,-3,-9%,-9%,-15%,-5%,·,3%,-2%
O=C(NCCN1CCOCC1)c1cc2n(n1)C(C(F)(F)F)CC(c1ccc(F)cc1)N2 (centres undefined),3%[10 µM],-1%,6%,-2,-2%,2%,-3%,0%,-4%,-1%,-1%
Cn1cc(S(=O)(=O)N2CCN(c3cccc(Cl)c3)CC2)c(=O)n(C)c1=O,-1%,-7%,3%,0,1%,-1%,-25%,-1%,-2%,-3%,-4%
O=C(O)C1CCCCC1C(=O)N1CC=C(c2ccccc2)CC1 (centres undefined),-38%,?,-3%,-4,-2%,14%,-2%,1%,-5%,?,-6%
Cc1cc(C)nc(Sc2ccc(C=O)cc2[N+](=O)[O-])n1,1%,-5%,0%,-3,1%,3%,7%,1%,-15%,1%,-2%
Cn1cccc1C(=O)OCC(=O)NCCc1ccc(S(N)(=O)=O)cc1,·,1%,·,·,·,17%,-1%,2%,·,·,1%
